Screens as filed in PubChem.
TcdB GH inh – inhibitors of Clostridioides difficile toxin B glycohydrolase. TcdB glycohydrolase enzymatic assay, plate reader. inhibition, % at 9.99 µM. 350,000 compounds, 0.24% hits; in the data active means inhibition above about 10%
Target sequence (P18177 whole entry, looked up): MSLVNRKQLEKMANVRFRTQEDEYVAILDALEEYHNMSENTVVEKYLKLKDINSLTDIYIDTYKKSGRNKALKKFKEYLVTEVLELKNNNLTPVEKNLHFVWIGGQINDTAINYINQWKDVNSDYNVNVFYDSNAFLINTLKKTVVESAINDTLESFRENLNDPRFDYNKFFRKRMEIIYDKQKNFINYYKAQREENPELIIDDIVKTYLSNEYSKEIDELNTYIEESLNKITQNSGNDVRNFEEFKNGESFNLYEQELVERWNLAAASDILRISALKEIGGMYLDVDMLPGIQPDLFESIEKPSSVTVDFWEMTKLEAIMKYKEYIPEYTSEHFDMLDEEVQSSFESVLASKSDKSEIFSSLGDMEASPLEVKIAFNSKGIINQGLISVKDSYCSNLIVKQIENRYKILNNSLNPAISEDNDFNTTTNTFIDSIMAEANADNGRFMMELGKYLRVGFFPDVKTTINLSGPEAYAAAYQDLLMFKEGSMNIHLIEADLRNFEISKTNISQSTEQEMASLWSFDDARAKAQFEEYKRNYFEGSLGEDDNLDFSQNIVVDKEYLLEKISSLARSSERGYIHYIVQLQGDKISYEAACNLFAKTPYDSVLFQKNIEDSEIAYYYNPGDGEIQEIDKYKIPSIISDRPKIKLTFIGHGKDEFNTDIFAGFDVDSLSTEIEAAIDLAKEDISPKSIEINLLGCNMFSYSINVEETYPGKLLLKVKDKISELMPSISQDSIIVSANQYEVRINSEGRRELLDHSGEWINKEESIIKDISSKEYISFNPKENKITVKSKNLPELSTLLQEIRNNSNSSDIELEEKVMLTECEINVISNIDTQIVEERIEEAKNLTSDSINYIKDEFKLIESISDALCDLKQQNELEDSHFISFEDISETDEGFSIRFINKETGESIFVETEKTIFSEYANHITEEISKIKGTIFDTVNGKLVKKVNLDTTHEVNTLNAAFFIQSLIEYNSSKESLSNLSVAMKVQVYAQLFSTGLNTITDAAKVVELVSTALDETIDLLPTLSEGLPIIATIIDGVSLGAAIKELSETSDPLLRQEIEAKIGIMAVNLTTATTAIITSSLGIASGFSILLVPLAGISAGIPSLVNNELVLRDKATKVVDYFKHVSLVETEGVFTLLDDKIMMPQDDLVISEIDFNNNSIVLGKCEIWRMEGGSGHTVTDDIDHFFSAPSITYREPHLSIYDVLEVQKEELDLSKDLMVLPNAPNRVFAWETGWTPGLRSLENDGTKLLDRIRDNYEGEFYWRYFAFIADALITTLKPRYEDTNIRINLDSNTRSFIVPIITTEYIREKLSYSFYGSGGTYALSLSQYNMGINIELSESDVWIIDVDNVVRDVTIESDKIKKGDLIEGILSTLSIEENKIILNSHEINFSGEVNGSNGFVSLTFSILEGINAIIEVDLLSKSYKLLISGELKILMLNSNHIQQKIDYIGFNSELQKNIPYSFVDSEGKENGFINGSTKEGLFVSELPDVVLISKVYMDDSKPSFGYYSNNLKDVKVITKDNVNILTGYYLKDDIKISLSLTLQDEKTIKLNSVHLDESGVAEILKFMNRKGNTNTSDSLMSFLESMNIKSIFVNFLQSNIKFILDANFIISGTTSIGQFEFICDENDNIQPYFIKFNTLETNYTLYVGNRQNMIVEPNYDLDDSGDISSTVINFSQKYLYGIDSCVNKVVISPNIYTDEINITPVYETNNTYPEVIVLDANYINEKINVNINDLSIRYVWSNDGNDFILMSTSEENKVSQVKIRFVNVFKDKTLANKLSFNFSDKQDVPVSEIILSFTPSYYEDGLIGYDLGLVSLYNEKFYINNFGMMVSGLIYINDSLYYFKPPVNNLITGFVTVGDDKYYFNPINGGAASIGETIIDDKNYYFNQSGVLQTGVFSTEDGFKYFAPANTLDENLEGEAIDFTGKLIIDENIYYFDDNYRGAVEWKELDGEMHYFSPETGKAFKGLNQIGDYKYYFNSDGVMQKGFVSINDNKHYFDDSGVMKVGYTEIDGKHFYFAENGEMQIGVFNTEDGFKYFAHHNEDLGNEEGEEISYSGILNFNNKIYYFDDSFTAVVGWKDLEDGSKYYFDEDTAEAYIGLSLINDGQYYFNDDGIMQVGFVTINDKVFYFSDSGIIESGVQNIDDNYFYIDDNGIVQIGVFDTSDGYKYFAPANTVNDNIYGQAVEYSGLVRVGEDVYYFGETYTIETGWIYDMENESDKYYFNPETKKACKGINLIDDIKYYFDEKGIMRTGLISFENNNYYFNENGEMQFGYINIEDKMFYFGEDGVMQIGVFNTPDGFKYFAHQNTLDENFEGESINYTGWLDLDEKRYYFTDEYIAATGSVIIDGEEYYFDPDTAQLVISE
Numbers without * were called inactive; & = joins results of further samples.

SMILES	TcdB GH inh
CO[C@@H]1CN(C)C(=O)c2ccc(NC(=O)C3CC3)cc2OC[C@@H](C)N(C(=O)c2ccccc2F)C[C@H]1C	0.2
COc1ccccc1CNC(=O)C[C@H]1C=C[C@H](NC(C)=O)[C@@H](CO)O1	-0.5
O=C(CN1CCOCC1)NCC[C@H]1CC[C@H](NC(=O)Nc2ccc(C(F)(F)F)cc2)[C@H](CO)O1	-0.4
CN(C)C(=O)C[C@H]1C[C@H]2c3cc(NC(=O)NC4CCCCC4)ccc3O[C@H]2[C@@H](CO)O1	-1.7
C[C@@H]1CN([C@@H](C)CO)C(=O)c2cc(-c3cncnc3)cnc2O[C@H]1CN(C)C(=O)Cc1ccccc1	1.6
C[C@@H]1CN([C@@H](C)CO)C(=O)c2cc(C#CC(C)(C)O)cnc2O[C@H]1CN(C)C(=O)C1CC1	-1.7
CO[C@@H]1CN(C)C(=O)c2cc(NS(C)(=O)=O)ccc2OC[C@H](C)N(CC2CC2)C[C@H]1C	0.1
C[C@H](CO)N1C[C@H](C)[C@@H](CN(C)C(=O)NC2CCCCC2)OCCCC[C@H](C)Oc2ccc(NC(=O)Nc3ccc(C(F)(F)F)cc3)cc2C1=O	-0.3
C[C@@H]1CN([C@H](C)CO)C(=O)c2cccc(NS(=O)(=O)c3cccs3)c2O[C@H]1CN(C)S(=O)(=O)c1ccc(Cl)cc1	0.4
COc1ccc(C#Cc2ccc3c(c2)[C@H]2[C@H](CCN2C(=O)C2CCCCC2)[C@@H](CO)N3)cc1	-1.1
CC(C)NC(=O)N[C@@H]1C=C[C@H](CC(=O)NCc2ccc(Oc3ccccc3)cc2)O[C@H]1CO	-1.9
OC[C@@H]1[C@H](c2ccc(C#CC3(O)CCCC3)cc2)[C@H]2CN(Cc3cccnc3)CCCCN12	-0.4
CN(C)C(=O)C[C@@H]1C=C[C@H](NC(=O)C2CCOCC2)[C@@H](CO)O1	-1.1
COc1ccc(NC(=O)N2CC(=O)N3[C@@H](CO)[C@H](c4ccc(C#CCC5CCCC5)cc4)[C@@H]3C2)cc1	0.5
C[C@@H]1CN([C@@H](C)CO)S(=O)(=O)c2ccc(-c3ccccc3)cc2O[C@@H]1CN(C)C(=O)Cc1ccccc1	1.6
C[C@H](CO)N1C[C@H](C)[C@H](CN(C)C(=O)NC2CCCCC2)Oc2ncc(C#CCN(C)C)cc2C1=O	-0.8&0.5
C[C@@H]1CCCCO[C@@H](CN(C)Cc2ccncc2)[C@@H](C)CN([C@H](C)CO)C(=O)c2cc(NS(=O)(=O)c3ccccc3)ccc2O1	-4.2
C[C@H](CO)N1C[C@H](C)[C@@H](CN(C)C)Oc2ccc(NS(=O)(=O)c3ccc(Cl)cc3)cc2CC1=O	-0.4
O=C(C[C@H]1C=C[C@@H](NC(=O)CN2CCOCC2)[C@@H](CO)O1)NCc1cccc(F)c1	-0.2
O=C(C[C@H]1CC[C@H]2[C@@H](COC[C@@H](O)CN2Cc2cccc(C(F)(F)F)c2)O1)NCc1ccc(Cl)cc1	0.2
COCC#Cc1cnc2c(c1)C(=O)N([C@@H](C)CO)C[C@H](C)[C@@H](CN(C)S(=O)(=O)c1cn(C)cn1)O2	0.0
O=C(Nc1ccc(F)cc1)N[C@@H]1CC[C@@H](CC(=O)N2CCCCC2)O[C@H]1CO	-5.0
C[C@@H]1CCCCO[C@@H](CN(C)Cc2ccc3c(c2)OCO3)[C@@H](C)CN([C@H](C)CO)C(=O)c2cc(NC(=O)CCC(F)(F)F)ccc2O1	0.5
CO[C@@H]1CN(C)C(=O)c2ccc(NC(=O)C3CCCCC3)cc2OC[C@H](C)N(C(=O)c2ccccc2)C[C@@H]1C	0.1
O=C(NC[C@H]1CC[C@@H]2[C@@H](CN2S(=O)(=O)c2ccccc2[N+](=O)[O-])O1)C1CC1	0.6
C[C@H]1CCCCO[C@@H](CN(C)C(=O)Nc2ccccc2)[C@@H](C)CN([C@@H](C)CO)C(=O)c2cc(NC(=O)C3CCCCC3)ccc2O1	0.8
CC(C)NC(=O)N1CCCCN2[C@H](C1)[C@H](c1ccc(C#CC3CC3)cc1)[C@@H]2CO	-0.1
C/C=C/c1cnc2c(c1)C(=O)N([C@@H](C)CO)C[C@@H](C)[C@H](CN(C)C(=O)Nc1c(C)noc1C)O2	-1.2
C[C@@H]1CN([C@H](C)CO)C(=O)c2cc(NC(=O)C3CC3)ccc2O[C@@H]1CN(C)Cc1ccncc1	-0.3
C[C@H]1CN([C@@H](C)CO)C(=O)c2cc(C#CC3(O)CCCC3)cnc2O[C@@H]1CN(C)C(=O)Cc1ccccc1	1.2
CCC(=O)N(C)C[C@@H]1Oc2ncc(-c3ccc(C#N)cc3)cc2C(=O)N([C@H](C)CO)C[C@H]1C	1.6
C/C=C/c1cnc2c(c1)C(=O)N([C@H](C)CO)C[C@@H](C)[C@H](CN(C)C(=O)c1cnccn1)O2	-1.1
COc1ccccc1NC(=O)N[C@H]1CC[C@H](CC(=O)N2CCC(Cc3ccccc3)CC2)O[C@H]1CO	-1.8
O=C(C1CCCCC1)N1C[C@@H]2O[C@H](CNS(=O)(=O)c3ccccc3F)CC[C@@H]21	-0.5
C[C@H](CO)N1C[C@H](C)[C@@H](CN(C)C(=O)Nc2ccc(F)cc2)Oc2ccc(NS(C)(=O)=O)cc2CC1=O	-0.4
COc1ccccc1S(=O)(=O)N(C)C[C@H]1Oc2cc(/C=C/c3ccccc3)ccc2S(=O)(=O)N([C@H](C)CO)C[C@H]1C	-1.7
Cc1ccc(S(=O)(=O)N(C)C[C@@H]2Oc3ccc(NC(=O)Nc4c(C)noc4C)cc3CC(=O)N([C@H](C)CO)C[C@@H]2C)cc1	2.3
C[C@@H]1CCCCO[C@H](CN(C)Cc2ccc(Cl)c(Cl)c2)[C@@H](C)CN([C@H](C)CO)C(=O)c2cc(NS(=O)(=O)c3ccc(F)cc3)ccc2O1	-3.0
CNC[C@H]1Oc2c(NC(=O)Nc3cccc4ccccc34)cccc2C(=O)N([C@H](C)CO)C[C@@H]1C	0.4
CN(C)CC(=O)Nc1ccc2c(c1)[C@H]1C[C@@H](CC(=O)NCc3cccc(F)c3)O[C@@H](CO)[C@H]1O2	-0.3
CN(C)C(=O)c1cccc(-c2ccccc2[C@@H]2[C@@H](CO)N(C(=O)C3CCCCC3)[C@H]2C#N)c1	-0.1
COc1ccc(-c2ccc3c(c2)[C@H]2[C@H](CCN2C(=O)C2CCCC2)[C@H](CO)N3C)cc1	-1.4
CCNC(=O)Nc1ccc2c(c1)C(=O)N(C)[C@H]1CC[C@H](CC(=O)Nc3ccccc3)O[C@@H]1CO2	-0.8
CO[C@H]1CN(C)C(=O)c2cc(NC(=O)c3ccccc3F)ccc2OC[C@@H](C)N(CC2CC2)C[C@@H]1C	0.1
CCC(=O)N1CC2(CCN(C(=O)Nc3c(C)noc3C)CC2)c2c([nH]c3cc(OC)ccc23)[C@@H]1CO	0.1
C[C@H](O)C#Cc1ccc([C@@H]2[C@@H](CO)N3CCCCN(C(=O)Nc4ccccc4)C[C@@H]23)cc1	1.6
C[C@@H]1CN([C@H](C)CO)C(=O)c2cc(NC(=O)Cc3ccccc3)ccc2O[C@H]1CN(C)Cc1ccccc1	0.0
O=C(C1CCCCC1)N1C[C@@H]2[C@H](c3ccccc31)[C@H](CO)N2C(=O)c1ccccc1F	-0.1
CO[C@H]1CN(C)C(=O)c2ccc(NC(=O)c3nc4ccccc4s3)cc2OC[C@H](C)N(Cc2ccncc2)C[C@H]1C	0.0
C[C@@H]1CN([C@H](C)CO)C(=O)c2cc(/C=C/c3ccccc3)cnc2O[C@@H]1CN(C)C(=O)C1CC1	1.2
COc1ccc2c3c(n(C)c2c1)[C@@H](CO)N(S(C)(=O)=O)CC31CCN(C(=O)C2CC2)CC1	0.6
CCC(=O)N1CCCCN2[C@@H](CO)[C@H](c3ccc(-c4ccc(F)cc4)cc3)[C@@H]2C1	1.0
C[C@@H]1CN([C@@H](C)CO)C(=O)c2cc(-c3ccncc3)cnc2O[C@H]1CN(C)C(=O)NC1CCCC1	0.1
CO[C@H]1CN(C)C(=O)c2cc(NC(=O)C3CC3)ccc2OC[C@H](C)N(C(C)=O)C[C@@H]1C	0.6
COCC(=O)N(C)C[C@@H]1Oc2ncc(C#Cc3ccncc3)cc2C(=O)N([C@@H](C)CO)C[C@H]1C	0.5
O=C(N[C@H]1CC[C@@H](CCn2cc(C3(O)CCCC3)nn2)O[C@@H]1CO)C1CCC1	-0.5
C/C=C/c1cnc2c(c1)C(=O)N([C@H](C)CO)C[C@@H](C)[C@H](CN(C)C(=O)Cc1cccnc1)O2	1.0
O=C(Cc1cccnc1)N1CCCCN2[C@@H](CO)[C@H](c3ccc(C#CC4CCCC4)cc3)[C@@H]2C1	1.7
CN1CCN(C(=O)C[C@@H]2CC[C@H]3[C@@H](COc4ccc(NC(=O)C5CC5)cc4C(=O)N3C)O2)CC1	-1.2
C[C@@H]1CCCCO[C@H](CN(C)S(=O)(=O)c2ccc(Cl)cc2)[C@@H](C)CN([C@H](C)CO)C(=O)c2cc(N(C)C)ccc2O1	-4.1

Not a retest: an excerpt of the list.
SMILES	TcdB GH inh
CN(C)C(=O)c1cccc(-c2ccccc2[C@@H]2[C@@H](CO)N(C(=O)C3CCCCC3)[C@H]2C#N)c1	-0.1
COc1ccc(-c2ccc3c(c2)[C@H]2[C@H](CCN2C(=O)C2CCCC2)[C@H](CO)N3C)cc1	-1.4
CCNC(=O)Nc1ccc2c(c1)C(=O)N(C)[C@H]1CC[C@H](CC(=O)Nc3ccccc3)O[C@@H]1CO2	-0.8
CO[C@H]1CN(C)C(=O)c2cc(NC(=O)c3ccccc3F)ccc2OC[C@@H](C)N(CC2CC2)C[C@@H]1C	0.1
CCC(=O)N1CC2(CCN(C(=O)Nc3c(C)noc3C)CC2)c2c([nH]c3cc(OC)ccc23)[C@@H]1CO	0.1
C[C@H](O)C#Cc1ccc([C@@H]2[C@@H](CO)N3CCCCN(C(=O)Nc4ccccc4)C[C@@H]23)cc1	1.6
C[C@@H]1CN([C@H](C)CO)C(=O)c2cc(NC(=O)Cc3ccccc3)ccc2O[C@H]1CN(C)Cc1ccccc1	0.0
O=C(C1CCCCC1)N1C[C@@H]2[C@H](c3ccccc31)[C@H](CO)N2C(=O)c1ccccc1F	-0.1
CO[C@H]1CN(C)C(=O)c2ccc(NC(=O)c3nc4ccccc4s3)cc2OC[C@H](C)N(Cc2ccncc2)C[C@H]1C	0.0
C[C@@H]1CN([C@H](C)CO)C(=O)c2cc(/C=C/c3ccccc3)cnc2O[C@@H]1CN(C)C(=O)C1CC1	1.2
COc1ccc2c3c(n(C)c2c1)[C@@H](CO)N(S(C)(=O)=O)CC31CCN(C(=O)C2CC2)CC1	0.6
CCC(=O)N1CCCCN2[C@@H](CO)[C@H](c3ccc(-c4ccc(F)cc4)cc3)[C@@H]2C1	1.0

Carrying on.
SMILES	TcdB GH inh
C[C@H](CO)N1C[C@H](C)[C@@H](CN(C)S(=O)(=O)c2ccc(Cl)cc2)Oc2ccc(NS(=O)(=O)c3cccs3)cc2C1=O	-2.0
C[C@@H]1CN([C@H](C)CO)C(=O)c2cc(NC(=O)Nc3cccc4ccccc34)ccc2O[C@H]1CN(C)Cc1ccccc1	1.1
C[C@@H]1CN([C@H](C)CO)C(=O)c2cc(NC(=O)Nc3ccc(C(F)(F)F)cc3)ccc2O[C@H]1CN(C)Cc1ccccc1	0.8
Cc1[nH]c2ccccc2c1CC(=O)Nc1ccc(Nc2cccnc2)c(-c2ccc(C(C)(C)C)cc2)c1	-0.2
Cc1noc(C)c1NC(=O)N(C)C[C@H]1OCCCC[C@H](C)Oc2ccc(NS(=O)(=O)c3cccs3)cc2C(=O)N([C@@H](C)CO)C[C@H]1C	0.2
O=C(N[C@H]1CC[C@H](CCNC(=O)c2ccccc2F)O[C@@H]1CO)c1cnccn1	-1.5
C[C@H](CO)N1C[C@H](C)[C@@H](CN(C)S(=O)(=O)c2ccc(F)cc2)Oc2ccc(NS(C)(=O)=O)cc2C1=O	1.6
COCC#Cc1ccc2c(c1)O[C@@H](CN(C)C(=O)C1CCOCC1)[C@@H](C)CN([C@H](C)CO)S2(=O)=O	0.0
COc1ccc(-c2ccc3c(c2)[C@@H]2[C@@H](CCN2C(=O)NC2CCCCC2)[C@@H](CO)N3C)cc1	2.0
C[C@H]1CCCCO[C@H](CN(C)C(=O)Nc2ccccc2)[C@@H](C)CN([C@@H](C)CO)C(=O)c2cc(NS(=O)(=O)c3cccs3)ccc2O1	-0.5
COC(=O)C[C@H]1C[C@H]2c3cc(NS(=O)(=O)c4ccc(F)cc4)ccc3O[C@H]2[C@@H](CO)O1	1.0
C[C@@H]1CN([C@@H](C)CO)C(=O)c2cc(NC(=O)Nc3ccccc3)ccc2O[C@@H]1CN(C)CC1CC1	0.1
CN(C)CCCNC(=O)C[C@H]1CC[C@H]2[C@@H](COC[C@@H](O)CN2CC2CC2)O1	0.0
C[C@@H]1CCCCO[C@@H](CN(C)C(=O)Nc2ccc3c(c2)OCO3)[C@@H](C)CN([C@H](C)CO)C(=O)c2cc(NS(=O)(=O)c3ccc(Cl)cc3)ccc2O1	-3.1
CCCC#Cc1ccc2c(c1)O[C@@H](CN(C)CC1CC1)[C@@H](C)CN([C@@H](C)CO)S2(=O)=O	0.3
CC(C)NC(=O)N(C)C[C@@H]1Oc2ccc(NS(=O)(=O)c3cccs3)cc2CC(=O)N([C@@H](C)CO)C[C@H]1C	-0.1
Cc1ccc(S(=O)(=O)Nc2ccc3c(c2)CC(=O)N([C@H](C)CO)C[C@@H](C)[C@H](CN(C)C(=O)Nc2ccc4c(c2)OCO4)O3)cc1	-0.9
O=C(C[C@H]1CC[C@@H]2[C@H](COC[C@@H](O)CN2C(=O)c2ccccn2)O1)N1CCN(c2ccccc2)CC1	1.8
C[C@@H]1CN([C@H](C)CO)C(=O)Cc2cc(NC(=O)c3ccncc3)ccc2O[C@H]1CN(C)Cc1ccc(Cl)c(Cl)c1	1.7
COc1ccc(C(C(=O)NC(C)(C)C)n2c(=O)c(-c3cc4ccccc4[nH]3)nc3ccccc32)cc1 (configuration not stated)	0.4
O=C(Cc1ccncc1)N1CCCCN2[C@H](C1)[C@H](c1ccc(C#Cc3ccccc3F)cc1)[C@@H]2CO	0.4
COc1ccc2c3c([nH]c2c1)[C@@H](CO)N(Cc1nccs1)CC31CN(C(=O)C2CCC2)C1	1.9

The list is partial; count on the stated rates, not on these rows.
